Bioassay records: PubChem, Sanford-Burnham Center for Chemical Genomics
MIN6 prolif: inducers of beta-cell replication in MIN6 cells; MIN6 cells proliferation, ATPlite luminescence, 48 h; cells starved in 0.2% serum; 100% = growth in 10% serum; proliferation, % at 10 µM; 330,000 compounds, 0.29% hits; AID 2380;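 active = compounds whose signal lies at least 3.5 SD above the mean of all wells on their plate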;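 also: 0% = DMSO-treated cells in low-serum medium and 100% = 10% serum control; some compounds called inactive have numbers as strong as hits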
APOBEC3A inh: inhibitors of human APOBEC3A DNA deaminase; P31941; recombinant A3A, FAM/TAMRA ssDNA deamination fluorescence; inhibition, % at 20 µM; 330,000 compounds, 0.41% hits; AID 493011;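 active = at least 40% inhibition at 20 µM here, with at most 30% in a related deaminase screen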;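 also: plate controls were A3A with DMSO for no effect and wells lacking A3A enzyme for full effect; some results filed as inactive read as strong as hits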
Target sequence (P31941 whole entry, looked up): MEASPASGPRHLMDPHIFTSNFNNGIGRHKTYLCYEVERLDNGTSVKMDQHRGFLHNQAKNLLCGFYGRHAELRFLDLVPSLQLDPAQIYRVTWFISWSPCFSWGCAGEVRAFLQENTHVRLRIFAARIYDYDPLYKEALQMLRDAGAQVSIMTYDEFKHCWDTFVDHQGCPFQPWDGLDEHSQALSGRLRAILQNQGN
SENP1 FRET inh: inhibitors of human SENP1 SUMO protease catalytic domain; recombinant SENP1 catalytic domain, CyPet-SUMO1-YPet FRET cleavage; AID 624204; inhibition, % at 10 µM; 360,000 compounds, 0.21% hits;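 active = inhibition at least 30% at 10 µM, raw YFP signal under a set limit, fluorescence ratio 0.5 to 1.5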;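 also: 0% = enzyme with DMSO and 100% = no enzyme wells; some results filed as inactive read as strong as hits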
Target sequence (Q9P0U3 419-644 limits assumed): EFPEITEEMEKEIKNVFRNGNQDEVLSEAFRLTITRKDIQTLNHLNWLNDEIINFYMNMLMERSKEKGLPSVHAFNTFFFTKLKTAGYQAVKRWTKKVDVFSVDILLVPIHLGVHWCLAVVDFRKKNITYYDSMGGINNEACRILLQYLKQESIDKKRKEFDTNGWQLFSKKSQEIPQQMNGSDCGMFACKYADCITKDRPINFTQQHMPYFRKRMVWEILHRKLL
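Test system: human SENP1 catalytic domain; medium: Tris pH 8 buffer plus EDTA, NaCl, BME, BSA, NP40, catalase; incubation: 50 min reaction at room temperature; technique: FRET, CFP and YFP emission; controls: no-enzyme low control and enzyme-plus-DMSO high control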
mIAP inh: mouse IAP inhibition. 330,000 compounds, 0.2% hits. purified mouse IAP, CDP-Star luminescence, 30 min. AID 2806. inhibition, % at 10 µM;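 active = inhibition of at least 40% at 10 µM in the primary screen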;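 also: plate controls were DMSO with enzyme for no effect and no enzyme wells for full effect; values of inactives mirror those of a sister screen read the other way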
NLRP3 yeast inh: inhibitors of NALP3 inflammasome in yeast | inhibition, % at 10 µM | Yeast reconstituted NLRP3/ASC/caspase-1, beta-gal luminescence, 24 h | 330,000 compounds, 0.39% hits;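 active = inhibition of 50% or more; inactive = inhibition below 50%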;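 also: plate controls were induced DMSO wells for no effect and uninduced yeast grown without galactose for full effect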
hIAP act: human IAP activation. activation factor at 10 µM. purified human IAP, CDP-Star luminescence, 30 min; active compounds read high; 1 = vehicle-only enzyme, 0 = enzyme-free background. AID 2524. 330,000 compounds, 0.16% hits;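 active = activation factor of the enzyme at least 2-fold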; also: the source names both 10 and 20 µM as test concentration; values of inactives mirror those of a sister screen read the other way
APOBEC3G inh: APOBEC3G (human) deaminase inhibition. Q9HC16. recombinant A3G, ssDNA deamination FAM/TAMRA fluorescence. inhibition, % at 20 µM. 330,000 compounds, 0.28% hits. AID 493012;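 active = inhibition of at least 40% at 20 µM, with no more than 30% in the related APOBEC3A deaminase screen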;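 also: plate controls were DMSO wells with A3G for no effect and wells lacking A3G enzyme for full effect; some compounds called inactive have numbers as strong as hits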
Target sequence (Q9HC16 whole entry, looked up): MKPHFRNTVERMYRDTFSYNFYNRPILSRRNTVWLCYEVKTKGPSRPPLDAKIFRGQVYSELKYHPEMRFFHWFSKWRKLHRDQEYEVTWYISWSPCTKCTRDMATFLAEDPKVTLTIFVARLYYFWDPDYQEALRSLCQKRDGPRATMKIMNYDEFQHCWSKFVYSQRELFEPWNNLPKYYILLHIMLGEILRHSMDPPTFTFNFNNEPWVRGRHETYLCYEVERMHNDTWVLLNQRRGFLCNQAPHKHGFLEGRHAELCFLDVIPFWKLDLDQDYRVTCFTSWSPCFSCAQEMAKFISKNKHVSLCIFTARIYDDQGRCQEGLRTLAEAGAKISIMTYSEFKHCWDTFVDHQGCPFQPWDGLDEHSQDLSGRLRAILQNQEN
hIAP block: human IAP inhibition; purified IAP, CDP-Star luminescence, 30 min; inhibition, % at 10 µM; 330,000 compounds, 0.12% hits; AID 2544;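 active = inhibition reaching a set limit with compound at 10 µM in the primary screen, cut at about 35% in these data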;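 also: plate controls were DMSO wells with enzyme for no effect and no-enzyme buffer wells for full effect; values of inactives mirror those of a sister screen read the other way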
mIAP activ: increases mouse intestinal alkaline phosphatase activity; muIAP, CDP-Star luminescence, 30 min; active compounds read high; 1 = vehicle-only enzyme signal, 0 = enzyme-free wells; activation factor at 10 µM; 330,000 compounds, 0.24% hits;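 active = activation factor of at least 2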; also: the source names both 10 and 20 µM as test concentration; values of inactives mirror those of a sister screen read the other way
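System: mouse IAP enzyme. Reagent: CDP-Star chemiluminescent phosphatase substrate. Benchmarks: DMSO wells, no-enzyme wells. Times: 30 min enzyme-substrate-compound incubation at room temperature. Detection: luminescence from enzymatic CDP-Star hydrolysis. Doses: test compounds delivered from DMSO solution.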
Starred values were filed as active, the others as inactive; / = not tested or not shown. These rows are one share of the data; rates above refer to the full screens.

structure,mIAP inh,mIAP activ,hIAP act,NLRP3 yeast inh,SENP1 FRET inh,APOBEC3A inh,APOBEC3G inh,hIAP block,MIN6 prolif
O=C(COc1cccc2c1CCN(Cc1ccc(Br)cc1)C2=O)NCc1ccco1,-6,1.1,0.89,12,0,8,2,11,-3
Cc1ccc2oc(=O)c3cnn(CC(=O)NCCN(C)C)c3c2c1,6,0.94,1,13,2,0,1,-2,-1
NS(=O)(=O)c1ccc(NNC(=O)c2ccccc2C(=O)O)cc1,6,0.94,0.94,11,0,2,6,6,-2
O=C(NCc1ccccc1C(F)(F)F)c1cccc2c1C(=O)c1ccc(N3CCOCC3)cc1S2(=O)=O,0,0.99,0.93,15,-29,0,-9,7,-1
Cc1nc(/N=C\N(C)C)sc1C(=O)Nc1ccccc1,5,0.95,0.99,-12,1,0,2,1,-2
COc1cccc(CC2(CO)CCCN(C/C=C/c3ccccc3OC)C2)c1 (configuration not stated),8,0.92,0.96,15,-3,0,-3,4,-6
O=[N+]([O-])c1cccc(NC(=S)N2CCc3ccccc3C2)c1,11,0.89,0.99,23,2,0,-8,1,-4
Cc1ccccc1NC(=O)Cn1cc(C(=O)C2CC2)c2ccccc21,-3,1,1,8,4,-5,-7,-2,1
CC(C)c1ccc2c(c1)C(c1ccc(N3CCOCC3)cc1)=NNC(c1cccs1)=N2,13,0.87,1,0,48,-1,-3,-3,-6
COc1ccccc1N1CCN(C(=O)c2cc(-c3ccco3)on2)CC1,1,0.99,1,24,0,-2,-10,-2,3
O=C(Nc1ccc(F)c([N+](=O)[O-])c1)C1CC(=O)N(Cc2ccccc2)C1 (configuration not stated),6,0.94,0.79,20,0,-2,-6,21,-4
O=Cc1ccc(-c2nc3ccccc3s2)o1,2,0.98,0.99,38,-23,-2,-5,1,-4
CC1=C(C)CC(C(=O)NC2CCCC2)C(C(=O)O)C1 (configuration not stated),2,0.97,1.1,11,3,-7,-2,-10,0
CSc1ncccc1-c1nc2ccccc2[nH]1,-2,1,1.2,31,-2,0,-1,-24,-3
COC(=O)[C@H](CCSC)NC(=O)NC1CC1,10,0.9,1,15,1,1,7,-3,3
Cc1cccc2cc(CN(Cc3cccs3)C(=S)NCC3CCCO3)c(=O)[nH]c12 (configuration not stated),-2,1,0.93,-2,2,-3,-2,7,-2
O=[N+]([O-])c1cc([N+](=O)[O-])c(Oc2cc(F)cc(F)c2)cc1NN1CCCCC1,-1,1,0.91,11,0,-1,-9,9,7
CCN(CC)S(=O)(=O)N1CCC(C(=O)NCCC2=CCCCC2)CC1,0,1,1.1,14,3,-2,-5,-8,1
COc1ccc(CN2CCN(C(=O)c3cccnc3)CC2)cc1Br,1,0.99,1,16,2,-6,-7,-1,-2
O=C(Oc1cccnc1)c1cc(S(=O)(=O)N2CCCCC2)ccc1Cl,-7,1.1,1.1,13,1,-5,-5,-11,-1

(list continues)
structure,mIAP inh,mIAP activ,hIAP act,NLRP3 yeast inh,SENP1 FRET inh,APOBEC3A inh,APOBEC3G inh,hIAP block,MIN6 prolif
COC(=O)C1=NN(c2cccc(C)c2)C2C(=O)N(c3ccccc3OC)C(=O)C12 (configuration not stated),-8,1.1,0.93,-1,-12,-1,-6,7,-1
Nc1ncnc(Nc2ccccn2)c1[N+](=O)[O-],10,0.9,0.88,23,1,0,-3,12,0
Cc1ccc(C(C(=O)NC2CCCCC2)N(CCC(C)C)C(=O)CNC(=O)c2ccco2)o1 (configuration not stated),-20,1.2,0.99,14,1,-4,-7,1,-1
O=C(c1ccc(-c2cccc(C(F)(F)F)c2)o1)N1CCN(c2ccccc2)CC1,10,0.9,1.2,18,0,19,4,-21,-5
CN(C)S(=O)(=O)N1CCC(Oc2ccc(C(=O)N3CCCCCCC3)cc2)CC1,-5,1.1,1.1,12,-1,-1,18,-5,-2
Cc1cc(NC(=O)CN2CCCC(C)C2)no1 (configuration not stated),2,0.98,1.2,25,-1,-2,-3,-21,0
COC(=O)c1ccc(CNC(=O)COC(=O)CCN2C(=O)C3CC=CCC3C2=O)cc1 (configuration not stated),0,1,1,8,1,4,-7,-3,7
CC(=O)c1cccc(CN2CCCC(C(=O)Nc3cccc(-n4cccn4)c3)C2)c1 (configuration not stated),2,0.98,0.94,15,-1,-1,-8,6,-2
COCC(=O)n1nc(-c2ccc(Cl)cc2)nc1NCc1ccc(F)cc1,22,0.79,1.2,21,2,-2,-7,-19,-4
CCN1C(=O)/C(=C/N2CC(C)CC(C)C2)SC1=S (configuration not stated),8,0.92,0.98,10,1,-1,-3,2,0
O=C(Nc1cccc(S(=O)(=O)N2CCOCC2)c1)C1CCN(S(=O)(=O)c2ccccc2)CC1,-32,1.3,1,18,-1,-5,-7,0,4
O=C(Nc1nc2ccsc2c(=O)s1)c1ccc(Cl)cc1,4,0.96,0.94,10,-29,5,3,6,0
CN(C)CCCN(Cc1ccccc1)C(=S)Nc1ccc(F)c(Cl)c1,-11,1.1,1,10,1,1,-3,-1,-4
Brc1ccc(CNc2ccc3ncccc3c2)cc1,-23,1.2,1.2,11,-14,-7,-7,-21,-6
COc1ccc(S(=O)(=O)N2CCOCC2)cc1C(=O)Nc1ccon1,-5,1,1.1,23,4,0,-6,-10,-2
Cc1ccc(NCc2nnc(SCC(N)=O)n2CCc2ccccc2)cc1,0,1,1.1,4,/,-3,-5,-12,1
CCOC(=O)N1CCC(c2nc(C)sc2C(=O)O)CC1,-6,1.1,1.1,8,1,-6,-5,-6,-3
Cc1cc(C(=O)CN2C(=O)C(=O)N(Cc3ccccc3)C2=O)c(C)n1-c1ccc2c(c1)OCCO2,8,0.92,0.96,11,-1,-3,-6,4,-6
Cc1nnc(N2CCOCC2)c2nn(-c3ccccc3)c(C)c12,-6,1.1,0.96,8,10,2,-5,4,1
Cc1ccccc1-c1nc(CN2CCCC2c2ccc(F)cc2)c(C)o1 (configuration not stated),4,0.96,0.98,21,-16,3,-4,2,5

The list goes on:
structure,mIAP inh,mIAP activ,hIAP act,NLRP3 yeast inh,SENP1 FRET inh,APOBEC3A inh,APOBEC3G inh,hIAP block,MIN6 prolif
Cc1ccc(C2=NN(S(=O)(=O)c3ccccc3)C(c3ccco3)C2)cc1 (configuration not stated),1,0.99,0.88,13,-1,-3,-8,12,-6
O=C(Nc1ccc2c(c1)OCCO2)NC12CC3CC(CC(C3)C1)C2,-83,1.8,0.74,1,0,-2,-6,26,1
COC(=O)C(Cc1ccc(O)cc1)NC(=O)CCNC(=O)c1ccco1 (configuration not stated),6,0.94,0.97,-2,0,-4,-11,3,0
COc1cccc(COC(=O)CCNC(=O)c2ccc(Br)cc2)c1OC,-3,1,0.97,14,-5,-1,-5,3,-2
Cc1ccc(CN2[C@@H](c3ccccc3)COCCS2(=O)=O)cc1,8,0.92,0.97,15,2,22,-10,3,-4
COCCNC(=S)N=Nc1c(O)[nH]c2c(C)cc(C)cc12,7,0.93,1.1,24,-1,2,-6,-12,2
COc1ccc(C(=O)NC(=O)COC(=O)CCS(=O)(=O)c2ccc(C)cc2)cc1,1,0.99,1.1,-1,1,1,-7,-10,2
COc1ccc(N/N=C(/C(C)=O)N2CCCc3ccccc32)cc1,-11,1.1,1.1,34,3,-1,-3,-10,-2
COc1cc(/C=C2\C=CC(=O)O2)cc(OC)c1,6,0.94,0.97,32,-61,7,0,3,-3
COC(=O)c1ccc(COC(=O)C(NC(=O)Cc2ccccc2)C(C)C)cc1 (configuration not stated),1,0.99,0.94,-1,0,-2,-11,6,1
CC[C@@H](C)[C@@H]1CN([C@@H](CN2CCC[C@H]2CN2C(N)=NC[C@H]2C(C)C)C(C)C)C(=N)N1CCCC1CCCC1,-57,1.6,1.1,28,2,-1,6,-7,-4
COc1cccc(-c2ccc(=O)n(CC(=O)Nc3ccc(S(=O)(=O)NCC(C)C)cc3)n2)c1,9,0.91,1,-2,/,4,-4,-1,-3
COc1ccc(-n2c(-c3ccc(OC)c(OC)c3)n[nH]c2=S)cc1,-2,1,1.2,18,0,-12,38,-21,-3
Cc1cc2n(n1)C(c1cn(-c3ccccc3)nc1C)Nc1ccccc1-2 (configuration not stated),-2,1,0.97,17,0,0,1,2,0
COC(=O)CSc1nc(N)nc(C)c1Br,-11,1.1,0.91,3,-1,8,6,9,0
O=C(Nc1ccccc1-c1nnn(CC(=O)N2CCc3ccccc3C2)n1)C1CCC1,-3,1,0.98,25,0,0,1,2,0
NC(=O)CNC(=O)[C@@H]1CC2(CC(c3ccc(Cl)cc3)=NO2)CN1C(=O)c1ccc(Br)cc1 (some centres not stated),1,0.99,0.97,1,-1,-2,-8,3,2
O=C(NC1CCCCCCC1)c1cccc(Cl)c1,-7,1.1,1.1,22,1,3,-6,-9,0
O=C(CNCCC1=CCCCC1)Nc1ccccc1N1CCCCCC1,0,1,1,11,-1,3,-3,-4,-6
O=C(Nc1ccccc1C(=O)N1CCCC1)c1ncoc1-c1cccc(Cl)c1,-9,1.1,0.87,24,5,2,6,13,2

More records:
structure,mIAP inh,mIAP activ,hIAP act,NLRP3 yeast inh,SENP1 FRET inh,APOBEC3A inh,APOBEC3G inh,hIAP block,MIN6 prolif
CCCCOc1cccc(C2(C(=O)O)CCCC2)c1,1,0.99,0.95,0,1,-2,-4,5,-2
Cc1ccc(-n2cc(CNCCCn3cccn3)c(-c3cccc(C)c3)n2)cc1,4,0.96,1.2,4,3,1,-3,-19,-8
Cc1ccc(CNC(=O)Cn2c(=O)c3sccc3n(Cc3ccc([N+](=O)[O-])cc3)c2=O)cc1,1,0.99,0.97,-8,1,27,8,3,0
O=[N+]([O-])c1cc(C(F)(F)F)ccc1Sc1ccccn1,-1,1,0.96,-4,1,-2,-6,4,5
C/C(=N/NC(=O)CCc1ccccc1)c1ccc2c(c1)OCO2,-4,1,0.98,-2,2,-3,-2,2,-2
CCCN1CCC(=O)N([C@H](COc2ccccc2)CC(C)C)CC1,-5,1.1,1.1,0,0,-4,4,-7,-4
Cn1c(C(=O)NCCN2CCc3ccccc3C2)cc2c(=O)n(C)c3ccccc3c21,7,0.93,1,12,-5,5,6,-5,-4
Cc1cc(NC(=O)c2ccc(Cl)cc2Cl)n(-c2ccccc2)n1,6,0.94,0.96,9,0,2,0,4,1
Cc1c(-c2ccccc2)[n+](=O)c2c(n1[O-])CCCCC2,-6,1.1,0.92,-3,1,0,-4,8,-1
Cc1cc(C(=O)N/N=C/c2cccnc2)cs1,0,1,0.98,-1,2,0,-9,2,-3
CN(C)CCCN(C(=O)c1ccc(S(=O)(=O)N2CCc3ccccc3C2)cc1)c1nc2ccc(F)cc2s1,10,0.9,1.2,27,2,-1,3,-15,-7
COc1ccc(CN(C(=O)/C=C/c2ccccc2Cl)C2CCS(=O)(=O)C2)cc1 (configuration not stated),-7,1.1,1.1,3,4,-2,-8,-10,-1
O=C(C1CCCN(Cc2cccc(F)c2)C1)N1CCCCC1 (configuration not stated),4,0.96,0.98,4,3,-3,-9,2,-3
